NPYLR7 agonist: mosquito NPYLR7 agonism. HEK293T NPYLR7/Galpha15, GCaMP6s calcium fluorescence. activation, % at 10 µM. 270,000 compounds, 0.15% hits. AID 1259423; in the data active means activation above about 40%;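 further: 0% = vehicle and 100% = reference agonist at the receptor; some compounds past the cut are filed as inactive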
hcGAS lum: human cGAS inhibition. Q8N884. inhibition, % at 12.5 µM. 290,000 compounds, 0.081% hits. recombinant h-cGAS, ATP depletion, Kinase-Glo luminescence;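 further: 0% = vehicle reaction and 100% = reaction without DNA for no activity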
Target sequence (Q8N884 whole entry, looked up): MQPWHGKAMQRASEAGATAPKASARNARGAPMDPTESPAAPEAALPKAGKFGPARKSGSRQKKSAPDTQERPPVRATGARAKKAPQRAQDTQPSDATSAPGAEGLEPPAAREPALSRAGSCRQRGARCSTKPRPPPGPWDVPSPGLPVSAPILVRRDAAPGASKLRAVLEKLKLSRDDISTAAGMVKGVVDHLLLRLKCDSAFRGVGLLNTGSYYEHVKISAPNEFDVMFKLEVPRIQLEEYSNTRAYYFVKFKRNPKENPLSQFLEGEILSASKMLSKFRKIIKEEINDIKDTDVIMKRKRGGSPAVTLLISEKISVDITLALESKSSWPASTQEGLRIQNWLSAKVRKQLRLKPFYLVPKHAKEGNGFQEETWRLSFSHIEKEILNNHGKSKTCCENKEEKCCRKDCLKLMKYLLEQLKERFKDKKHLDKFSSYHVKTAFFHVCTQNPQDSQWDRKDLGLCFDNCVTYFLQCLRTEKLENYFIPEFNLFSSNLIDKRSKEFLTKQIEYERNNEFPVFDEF
mcGAS lum: inhibitors of mouse cGAS; 160,000 compounds, 0.15% hits; Q8C6L5; inhibition, % at 12.5 µM; recombinant cGAS, Kinase-Glo ATP depletion luminescence;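 further: 0% = negative control wells and 100% = reference inhibitor with no enzyme activity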
An asterisk follows results filed as active; . = no result given; & = joins results of further samples. Unless noted, no stated cut-off is given here; in the data, active means inhibition above about 40%; inactive means the rest.

SMILES	NPYLR7 agonist	hcGAS lum	mcGAS lum
CCCCCCCC(=O)N1CCCC(C(=O)NC2CCCC[C@H]2NC(=O)c2ccc(OC)cc2)C1 (some centres not stated)	14	-7	-8
Nc1nc(Cl)cc(NCc2ccc(S(=O)(=O)N3CCCC3)s2)n1	-1	-3	.
COc1ccccc1C1CCCN1C(=O)c1cn(Cc2cccc(Cl)c2)nn1 (configuration not stated)	18	-8	-11
CC(C)CCN1CCN(c2cc(Oc3cccc(F)c3)ncn2)CC1C (configuration not stated)	-9	-6	-6
CNC(=O)CN1CCN(S(=O)(=O)c2ccc(C)cc2Br)CC1	-2	3	0
COC(=O)Cn1ncccc1=O	-10	-5	-7
COc1ccc(-c2cc(CO)no2)cc1OC	-4	1	.
COc1cc(=O)n(-c2ccc(F)cc2)nc1C(=O)Nc1cc(F)ccc1F	4	-6	-5
O=C(c1cn[nH]n1)N1CCC(n2c(=O)[nH]c3ccccc32)CC1	-2	-6	-10
O=C(c1cnc2ccccn2c1=O)N1CCCC(Cn2cc(C3CC3)nn2)C1 (configuration not stated)	1	-5	.
Cc1ccc[n+](C2=C(c3c(C(C)C)[nH]n(-c4ccc(Cl)c(Cl)c4)c3=O)C(=O)N(C(C)C)C2=O)c1	3	-5	-11
O=C(Nc1ccc2nc(-c3ccccc3)nn2c1)C1CCOCC1	18	-6	-7
COCCCN1C(=O)C(Cc2ccccc2)NC12CCN(C(=S)Nc1cccc(C)c1)CC2 (configuration not stated)	6	-16	.
COc1ccc(C)c2sc(N(CCN3CCOCC3)C(=O)c3cc(C)no3)nc12	0	-3	.
Cc1nc(SCCNc2nncc(-c3cccc4ccccc34)n2)n[nH]1	3	-5	.
CCOC(=O)c1cc(-c2ccc(N3CCN(C(=O)c4ccc(Cl)nc4)CC3)cc2)n(-c2ccccn2)n1	2	-2	-3
COc1cccc(Oc2cncnc2-c2ccc(OC)cc2O)c1	2	-5	-10
c1ccc(C2CCCN2Cc2cnc(-c3cccs3)nc2)nc1 (configuration not stated)	-1	2	.
O=C(c1ccc([N+](=O)[O-])cc1)N1CCCC(OCc2cc(F)cc(F)c2)C1 (configuration not stated)	-5	-4	-4
Cc1cc(C)cc(NC(=O)CC(=O)N(Cc2ccc3c(c2)OCO3)C2CC2)c1	13	-10	-13
O=C(c1cn(C2CNC2)nn1)N1CCCC1	.	-11	-6
Cc1ccc(C2(O)CCN(Cc3noc(C4CCCO4)n3)CC2)nc1 (configuration not stated)	1	-6	.
Nc1nccc(N2CC[C@@H](N3CCOCC3)[C@H](O)C2)n1	5	-5	.
COc1ccc(/C=C/C(=O)NCCNc2cc(-n3nc(C)cc3C)ncn2)cc1OC	-6	-3	-8
Cc1cc(C)n(CC2CCCN2C(=O)c2cc(CC(C)C)[nH]n2)n1 (configuration not stated)	5	-13	.
O=C(CCC(=O)N1CCCC2(CCNC2)C1)c1ccccc1 (configuration not stated)	.	0	-15
O=C(NCCCNC(=O)[C@H]1CCCN1S(=O)(=O)c1ccc(F)cc1)c1ccccc1	-4	4	2
O=S(=O)(NCc1ccco1)c1cc(Cl)cc(Cl)c1O	4&7	0&-9	-3
CC1(C)OCC(C2OC(Nc3ccc(C(=O)NCCC(=O)NCc4ccccn4)cc3)[C@H]3OC(C)(C)O[C@@H]23)O1 (some centres not stated)	-9	-2	.
CC(=O)c1ccc(S(=O)(=O)N2CCN(C(=O)CC(C)C)CC2)cc1	-6	-8	.

A second format for some results above:
compound: COc1ccc(-c2cc(CO)no2)cc1OC
  NPYLR7 agonist: -4
  hcGAS lum: 1
  mcGAS lum: .
compound: COc1cccc(Oc2cncnc2-c2ccc(OC)cc2O)c1
  NPYLR7 agonist: 2
  hcGAS lum: -5
  mcGAS lum: -10

Random excerpt: five records from the list, in no set order.
SMILES	NPYLR7 agonist	hcGAS lum	mcGAS lum
COc1ccccc1C1CCCN1C(=O)c1cn(Cc2cccc(Cl)c2)nn1 (configuration not stated)	18	-8	-11
O=C(c1cn[nH]n1)N1CCC(n2c(=O)[nH]c3ccccc32)CC1	-2	-6	-10
CNC(=O)CN1CCN(S(=O)(=O)c2ccc(C)cc2Br)CC1	-2	3	0
COc1ccc(-c2cc(CO)no2)cc1OC	-4	1	.
O=C(CCC(=O)N1CCCC2(CCNC2)C1)c1ccccc1 (configuration not stated)	.	0	-15

Carrying on:
SMILES	NPYLR7 agonist	hcGAS lum	mcGAS lum
CCc1ccc(NC(=O)C(C)n2cc(C(F)(F)F)ccc2=O)cc1 (configuration not stated)	1	-2	.
CC1(C)O[C@H]2[C@H](O)C[C@](O)(C(N)=O)C[C@H]2O1	.	-4	-3
Cn1c(C2CCN(S(C)(=O)=O)CC2)nn(CC(=O)NCC2CCCO2)c1=O (configuration not stated)	-1	2	-5
COc1cccc(C(CN2CCN(S(=O)(=O)c3cccc(OC)c3)CC2)OCc2ccc(C)cc2)c1 (configuration not stated)	.	-1	-7
O=C(Nc1cccc(-c2ccco2)c1)C1CCN(C(=O)C2CCCO2)CC1 (configuration not stated)	10&-2	-7&-8	-10
O=C(COc1ccc(Cl)cc1Cl)N[C@H]1C[C@H]2C(=O)NCC(=O)N2C1	4	5	.
O=C(O)c1ccccc1C1CCN(C(=O)c2ccccc2-c2ncn[nH]2)C1 (configuration not stated)	0	-4	.
CC(C)(C)CC(C)(C)Nc1c(-c2ccc(OS(=O)(=O)c3ccccc3)cc2)nc2ccccn12	8	0	-8
COc1cccc(C(C)N(C)C(=O)c2coc(COc3cccc(F)c3F)n2)c1 (configuration not stated)	-5	4	.
COc1cccc(Cc2nsc(N(CCC(=O)N3CCN(C/C=C/c4ccccc4)CC3)Cc3ccco3)n2)c1	-3	1	-3
CCn1nnc2c(NCC(C)C)ncnc21	7	-13	.
CCCCCCCCCCCCCC(=O)N(CC(=O)N1c2ccccc2-n2cccc2C1c1cc(OC)ccc1OC)C(C)C (configuration not stated)	6	-2	-4
CCSc1nc(CC(=O)NCC2CC(=O)N(C3CCCC3)C2)cs1 (configuration not stated)	.	-7	-6
CC(C)CN(Cc1nccn1Cc1ccccc1Cl)C(=O)c1ccc(F)cc1	.	-6	-10
CCCCCCc1ccc(C(=O)Nc2ccc(N3CCCCC3)c(C(=O)NCCOC)c2)cc1	1	-3	-5
CSCC(=O)Nc1ncn(Cc2ccc(Br)cc2)n1	-8&6	-1&0	.
Cc1cccc(COc2cccc(C(=O)N3CC(=O)Nc4ccccc43)c2)c1	6	-5	-5
Cc1cccc(C(C)(C)CNC(=O)NC2CCN(C(=O)C(C)(C)C)CC2)c1	0	-9	.
CSc1nnc(SCc2ccc([N+](=O)[O-])cc2)s1	-1	-4	-3
COc1ccc(S(=O)(=O)Oc2ccc(CN(CC3CCCO3)C(=O)c3cccs3)cc2)cc1 (configuration not stated)	3	0	-4
NCCSc1ncc(C(F)(F)F)cc1Cl	2	-8	.
CCc1ccc2nc(N(CCCn3ccnc3)C(=O)c3cccc(OC)c3OC)sc2c1	-15	-6	-9
O=C(Nc1cccc(CN2CCSCC2)c1)N1CCCCCC1	2	-10	.
CC1Sc2ccc(C(=O)NCC3COc4ccccc4O3)cc2NC1=O (configuration not stated)	1	-4	.
O=C(c1cncn1-c1ccccc1)N1CCN(S(=O)(=O)c2c(Cl)cccc2Cl)CC1	6	-3	.
COc1ccc(-n2nc(C(C)(C)C)c3c2N(CC(=O)NCc2ccncc2)C(=O)CSC3c2ccc3c(c2)OCO3)cc1 (configuration not stated)	14	-2	-7
CCOC(=O)[C@H]1C[C@]2(CCCCN(CCOC)C2=O)N(C(=O)CC(C)C)[C@H]1c1ccco1	4	-8	-8
Cc1cc(C)c(S(=O)(=O)N2CCN(c3nc(C)nc(C)c3Cc3cccc(C(F)(F)F)c3)CC2)c(C)c1	.	-13	-11
Cc1cccc(CC(=O)N2CCN(C(=O)c3cn(C(C)C)cc4c(=O)n(-c5ccccc5)nc3-4)CC2)c1	-4	-1	-1
O=C(c1ccccc1C(F)(F)F)N1CCN(c2nc3nccc(-c4cccs4)n3n2)CC1	26	1	-4
FC(F)n1ccnc1CSc1nc2ccccc2[nH]1	28	-4	.
Cc1nn(Cc2ccccc2)c(=O)c2c1cnn2-c1ccc(F)cc1	6	-3	.
CN=c1scc(C)n1/N=C\c1cc(Br)c(O)c(Br)c1	-2	-4	.
O=C(Cc1cccc(Cl)c1)Nc1ccc(Cl)nn1	-3	-3	-10
CCOC(=O)c1c(C)c(C(=O)CN(C(=O)c2cc(OC)cc(OC)c2)C2CC2)c(C)n1C	-2	-2	-4
Cc1cccc(Nc2nc(-c3ccccc3)cs2)c1C	1	-7	-6
Cc1nc2ccccc2c(=O)n1-c1ccc(Cl)c(NC(=O)c2ccc([N+](=O)[O-])cc2)c1	9	-4	.
Cc1nc(-c2ccccc2F)sc1C(C)NC(=O)Cn1cncn1 (configuration not stated)	0	1	.
CC(NC(=O)CN1CCC(O)(C#N)CC1)c1ccccc1 (configuration not stated)	5	-1	.
COC(=O)CCCCC(=O)N1CCN(c2nccc(-c3cccs3)n2)CC1	27	-5	-8
Nc1cc2c(cc1Cl)OCO2	10	-6	.
O=C(C1CCCC1)N1CCN(Cc2cc3c(cc2O)OCO3)CC1	-2	-14	.
CC(C)c1cc(C(=O)Nc2nn(C(C)C)cc2C#N)n(C)n1	-21	-5	.
Cc1nsc(NC(=O)N2CCCC(COc3ccccc3C)C2)n1 (configuration not stated)	11	-9	.
Cc1ccc(C(=O)OCC(=O)N2CCC(Cc3ccccc3)CC2)s1	1	0	.
O=c1cc(CSCc2ccc([N+](=O)[O-])cc2)[nH]c(=O)[nH]1	-6	4	.
COc1cc(NC(=O)CSCc2cc(C)on2)c(OC)cc1Cl	5	-3	.
O=C(NCc1cccnc1)C(C1CCCC1)N1CCN(C(=O)c2ccc(C(F)(F)F)cc2)CC1 (configuration not stated)	9	-4	-5
O=C(c1csc(=Nc2ccccc2)n1Cc1cccs1)N1CCC(NC(=O)C(F)(F)F)CC1	11	-1	.
CN1CCN(C(=O)C2CCN(S(=O)(=O)c3cnc[nH]3)CC2)CC1	4	6	2
COc1ccc(/C=C2\C=C(c3ccccc3)N(c3ccc(Nc4ccccc4)cc3)C2=O)cc1Br	11	-3	-7
O=C1c2ccccc2C(=O)N1c1n[nH]c(CCc2ccccc2)n1	1	-19	-7
CSc1c(C#N)c(SCC(=O)c2cc3ccccc3oc2=O)[nH]c(=O)c1C#N	4	30	.
CCOc1cc(C2NC(=O)NC(C)=C2C(=O)OC(C)C)ccc1O (configuration not stated)	-3	-2	.
CC(C)Nc1ncc(CN2CC[C@@H](c3ccc(F)cc3)[C@H](O)C2)cn1	5	-6	.
CCn1cc(-c2ccnc3c2ccn3C)cn1	.	3	-9
COCC(=O)N1CCCC(C(=O)NC2CCCC[C@H]2NC(=O)c2ccccc2)C1 (some centres not stated)	.	-6	-11
CCCCCc1ccc(C(=O)N2CCC3(CC2)C(=O)N(CC(=O)Nc2ccc(C)c(C)c2)CN3c2ccccc2)cc1	-3	2	1

Compound profiles, from the list above:
Results for `CCn1cc(-c2ccnc3c2ccn3C)cn1` = NPYLR7 agonist: .; hcGAS lum: 3; mcGAS lum: -9
Results for `O=C(c1csc(=Nc2ccccc2)n1Cc1cccs1)N1CCC(NC(=O)C(F)(F)F)CC1` = NPYLR7 agonist: 11; hcGAS lum: -1; mcGAS lum: .

Random draw from the library; overall some 0.27% were active at least once.
